# Source: PubChem BioAssay (several laboratories)
# CIT2-GFP yeast: modulators of CIT2-GFP expression in yeast, primary screen, S. cerevisiae, GFP fusion, multiplex flow cytometry, MLPCN library; GFP response vs DMSO, % at 10 µM; AID 2029, 2009; 0.065% of 320,000 active; S. cerevisiae CIT2-GFP strain, 3 h; 100 means same as DMSO wells;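 active = GFP response relative to DMSO above a set limit, near the screen mean plus 3 SD, cut at about 150% in these data; inconclusive = Fewer than 70 cells measured for a yeast strain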;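 also: ratio of well median GFP fluorescence to mean of DMSO wells on the plate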
# RPL19A TOR yeast: RPL19A-GFP expression modulators in yeast, primary screen, cell-based, S. cerevisiae, multiplex flow cytometry, MLPCN | 0.3% of 330,000 active | S. cerevisiae RPL19A-GFP strain, 3 h; hits give low values | percent response vs DMSO, % at 10 µM;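 active = percent response vs DMSO below 50%; inconclusive = fewer than 70 events counted for the yeast strain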;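 also: median channel GFP fluorescence of the barcoded RPL19A-GFP strain; ratio of sample median GFP to plate DMSO average so 100% = DMSO; lower means less RPL19A-GFP as with rapamycin TOR inhibition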
# MEP2 TOR yeast: modulators of MEP2-GFP levels in yeast, primary screen, S. cerevisiae, multiplex flow cytometry, MLPCN library; S. cerevisiae MEP2-GFP strain, 3 h; 100% = DMSO control level; GFP response vs DMSO, % at 10 µM; 0.51% of 330,000 active; AID 2016, 2009;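 active = GFP response versus DMSO above a set limit, roughly screen mean plus 3 SD, cut at about 180% in these data; inconclusive = fewer than 70 cells counted for a yeast strain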;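 also: median GFP fluorescence of the barcode-gated MEP2-GFP cells per well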
# GRK2 inh: compounds blocking aptamer binding on GRK2 – biochemical, human GRK2, bead flow cytometry, HTS, primary screen. 0.59% of 330,000 active. AID 488847, 2010. inhibition of aptamer binding, % at 10 µM. FAM-aptamer displacement from GRK2;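 active = inhibition of aptamer binding above 40%, roughly 3 SD of noise, on plates passing a quality check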;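 also: median bead fluorescence of bound FAM aptamer so fluorescent compounds give negative values; no value below 0 was filed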
# JMJD2C inh: inhibitors of GASC-1 histone demethylase, primary screen, biochemical, fluorescence, DELFIA europium; GST-JMJD2C(1-420) H3K9me3 demethylation; inhibition, % at 2.35 µM; 0.069% of 330,000 active; AID 2099, 2009;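 active = more than half of a compound's replicate wells show inhibition beyond 50%, single wells judged on their own value; inconclusive = some, but no more than half, of replicates pass 50% inhibition; inactive = no replicate passes 50% inhibition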;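 also: signal counts dimethyl H3K9 product captured on neutravidin plate; 0% = median of DMSO wells and 100% = 0.3 times that DMSO median; strong numbers were not always called active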
# Target sequence (Q9H3R0 1-420 limits assumed): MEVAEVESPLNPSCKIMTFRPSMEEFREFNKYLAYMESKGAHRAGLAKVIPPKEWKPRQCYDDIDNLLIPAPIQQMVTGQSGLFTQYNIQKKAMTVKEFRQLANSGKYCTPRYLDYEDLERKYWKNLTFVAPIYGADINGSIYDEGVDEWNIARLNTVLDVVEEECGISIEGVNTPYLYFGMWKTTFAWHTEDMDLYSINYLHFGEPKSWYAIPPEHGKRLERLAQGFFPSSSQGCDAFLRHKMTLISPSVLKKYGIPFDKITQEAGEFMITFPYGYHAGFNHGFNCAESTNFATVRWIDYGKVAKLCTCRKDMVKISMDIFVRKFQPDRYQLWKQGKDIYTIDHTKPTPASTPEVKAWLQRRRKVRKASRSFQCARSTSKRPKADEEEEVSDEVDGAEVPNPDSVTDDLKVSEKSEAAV
# VLA-4 inh: inhibition in human VLA-4 binding assay, primary screen, VLA-4 allosteric modulator project, MLPCN library, flow cytometry, VLA-4 expressing cells | ligand binding flow cytometry | inhibition, % (about 7 µM as worked out from the volumes in the protocol) | Integrin alpha-4 (Homo sapiens), P13612 | 0.2% of 330,000 active; in the data active = inhibition above about 50%
# AGP1-GFP MLPCN: modulators of AGP1-GFP expression in yeast TOR pathway, primary screen, cell-based, multiplex flow cytometry, S. cerevisiae, MLPCN library | 3 h; GFP as percent of DMSO wells | GFP response vs DMSO, % at 10 µM | 0.02% of 320,000 active | AID 2066, 2009;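 active = GFP response relative to DMSO above a set limit, near screen average plus 3 SD, cut at about 150% in these data; inconclusive = fewer than 70 cells counted for the yeast strain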;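 also: median GFP channel fluorescence of the gated AGP1 strain per well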
# LAP4 TOR yeast: modulators of LAP4-GFP expression in yeast, primary screen, S. cerevisiae, multiplex flow cytometry, MLPCN library; 0.34% of 320,000 active; 3 h; median GFP as percent of DMSO wells; GFP response vs DMSO, % at 10 µM;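 active = GFP response vs DMSO above a set limit, about the screen mean plus 3 SD, cut at about 150% in these data; inconclusive = under 70 cell events counted for the yeast strain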
# Starred values were filed as active, the others as inactive; ? = inconclusive; · = not tested or not shown; [ ] = dose if it differs, or a comment.
SMILES,CIT2-GFP yeast,RPL19A TOR yeast,MEP2 TOR yeast,GRK2 inh,JMJD2C inh,VLA-4 inh,AGP1-GFP MLPCN,LAP4 TOR yeast
O=C(c1ccccc1)c1ccc(Sc2ccc([N+](=O)[O-])cc2)cc1,100.9,101.6,94.0,2.0,3.3,7.5,106.1,105.6
Cc1cc(C)n(CCO)c(=O)n1,105.4,104.6,106.1,0.0,-2.9,1.4,109.0,109.7
COc1cccc(/C=C/c2ccc3cccc(O)c3n2)c1,102.5,98.1,105.3,1.0,-13.2,4.4,91.0,93.3
Cc1cccc(NC(=O)CSc2nnc(-c3ccncc3)n2C)c1,106.8,101.1,103.3,2.0,1.6,13.2,101.9,96.8
O=C(COC(=O)c1nc(Cl)ccc1Cl)Nc1ccc2c(c1)OCO2,99.8,118.9,114.4,1.0,-11.2,7.1,103.1,126.5
CCc1nnc(NC(=O)c2sc3nc(C)cc(COC)c3c2N)s1,74.5,89.9,86.1,0.0,-8.8,-3.4,80.8,105.5
CCCC(C)C(=O)NCc1ccncc1 (stereo not drawn),97.1,97.8,101.5,0.0,-3.6,3.0,95.8,95.5
COc1ccc(C(=O)CSc2nnc(CNC(=O)c3ccco3)n2C)cc1,96.0,101.6,99.2,4.0,-0.7,7.4,95.8,92.7
CCCOc1ccc(C(=O)CCC(=O)OCC(=O)N(C)c2c(N)n(Cc3ccccc3)c(=O)[nH]c2=O)cc1,100.9,104.6,102.5,1.0,-1.8,6.9,96.5,76.4
O=C(COC(=O)c1cccc(Cl)c1Cl)NC1CCCC1,98.9,105.5,110.2,2.0,-14.4,6.0,100.5,99.3
CCCCc1cc(=O)oc2cc(OCC(=O)Nc3ccccn3)ccc12,99.2,103.0,102.7,1.0,2.6,-1.2,101.0,95.0
CCOC(=O)C(C(=O)OCC)C(C)C#CCN1CCCCC1 (stereo not drawn),104.8,101.3,101.3,4.0,13.9,3.7,101.1,110.0
O=C(NNc1cccc(Cl)n1)c1c(Cl)cccc1Cl,102.6,101.5,110.3,1.0,8.4,5.5,112.6,95.1
Cc1ccc(/C=C/S(=O)(=O)NCCC(=O)NCc2ccccc2F)cc1,90.7,90.9,90.7,0.0,9.9,2.8,92.7,96.0
Cc1cc(-c2ccc(F)cc2)nc2cc(C(N)=O)nn12,97.8,91.1,95.4,2.0,11.4,-12.9,94.8,97.8
Cc1cc(-c2cc(-c3ccc(Cl)cc3)on2)nc(NCC2CC2)n1,98.4,105.0,94.9,0.0,6.5,-10.6,96.2,105.5
Cc1[nH]c2ccccc2c1/C=C/c1nc2ccccc2c(=O)n1CCO,111.1,103.8,101.6,0.0,2.0,-10.9,109.8,99.0
COc1cc(SC)ccc1C(=O)N(C)Cc1ccccc1,95.2,93.2,94.9,0.0,8.3,8.9,94.6,95.2
FC(F)c1nnc2c(Cl)cc(C(F)(F)F)cn12,100.6,96.8,97.1,0.0,-3.8,-7.9,96.5,89.6
O=C(NC1CC1)c1cc(-c2ccc(Br)cc2)nc2ccccc12,88.1,96.8,100.8,0.0,3.4,-6.5,94.1,104.7
Cc1cc(C(=O)Nn2cnc3ccccc3c2=O)ccc1[N+](=O)[O-],107.8,99.2,116.4,1.0,-7.3,-5.5,99.4,103.5
CCN(C(=O)c1ccc(S(=O)(=O)N2CCCCC2)cc1)C1CCS(=O)(=O)C1 (stereo not drawn),106.2,103.5,99.8,4.0,41.7,10.2,112.0,100.3
NC(=O)CN1CCCC1c1ccc2c(c1)OCCO2 (stereo not drawn),99.3,94.4,98.4,0.0,5.2,2.3,90.5,86.4
Cn1cnnc1SCC(=O)NNC(=O)COc1ccc(Cl)cc1,95.4,97.5,104.1,0.0,-20.7,-0.7,95.3,100.9
CCc1ccc(NC(=O)Cc2ccc(OC)cc2)cc1,101.2,107.5,106.6,0.0,7.9,20.5,96.5,102.6
O=C(COC(=O)/C=C/c1ccc(OC(F)F)cc1)Nc1cccc(S(=O)(=O)N2CCOCC2)c1,98.9,94.2,95.0,0.0,4.9,7.0,93.9,95.0
CCSc1nnc2ccc(-c3ccc(C)cc3)nn12,107.4,100.2,107.9,3.0,-0.8,11.5,101.6,104.8
COCc1cc(C)nc2sc(C(=O)Nc3ccccc3Br)c(N)c12,98.3,98.1,110.8,2.0,-0.8,-30.8,94.7,103.0
O=C(Oc1ccnc2cc(Cl)ccc12)N1CCCCCC1,79.0,88.2,421.7*,2.0,3.9,-1.6,185.1*,134.8
O=S(=O)(Nc1ccc(-c2cn3ccsc3n2)cc1)c1ccc2c(c1)OCCO2,100.2,100.2,105.9,0.0,0.6,-16.6,108.8,105.0
COc1ccccc1NC(=O)COc1ccc2c(c1)OCO2,·,105.5,100.0,0.0,·,3.7,85.8,88.3
Fc1cccc(Cl)c1CSc1nnc(COc2cccc3cccnc23)o1,104.0,99.9,107.3,2.0,0.4,-26.0,102.4,115.1
Cc1cccc(C)c1NC(=O)CN(C)C(=O)c1ccc(COc2ccccc2)cc1,97.4,100.8,110.9,1.0,7.2,20.5,99.1,109.5
CCN(CC)S(=O)(=O)c1ccc2c(c1)c(=O)c(C(=O)NCCOC)cn2C,108.8,100.8,116.2,6.0,3.9,-26.2,107.1,105.5
CN(C)S(=O)(=O)c1cc([N+](=O)[O-])ccc1N1CCCCCC1,89.4,100.6,101.7,0.0,16.1,0.0,97.2,98.0
CCCCOc1ccc(-c2nnn(C(C)C(=O)OCC)n2)cc1 (stereo not drawn),107.0,107.2,101.1,2.0,0.9,-17.4,103.4,97.0
NC(=O)Cc1nc2scc(-c3ccc(Cl)cc3)c2c(=O)[nH]1,·,98.6,99.7,3.0,1.7,12.2,101.6,95.5
CCN(CC(=O)Nc1cccc(OC)c1)CC(=O)Nc1ccccc1C,111.7,98.5,113.4,0.0,0.1,6.4,98.9,92.0
O=C(Nc1ccc(S(=O)(=O)Nc2ncccn2)cc1)c1ccccc1NS(=O)(=O)c1ccc(Cl)cc1,96.9,96.6,98.7,1.0,5.4,3.0,102.2,106.4
CCOc1ccc(NC(=S)N2CCC(NC(=O)c3ccccc3C)CC2)cc1,93.6,96.1,98.9,6.0,-1.8,5.2,96.3,106.4
COc1ccc(NC(=O)CCS(=O)(=O)c2ccc3c(c2)CCN3C(C)=O)cc1,?,18.9*[may fluoresce violet],138.7[may fluoresce violet],3.0,4.8,4.0,?,84.1[may fluoresce violet]
O=C(COC(=O)c1ccccc1)Nc1ccccc1N1CCOCC1,84.8,90.8,98.3,0.0,-4.9,6.1,84.9,86.5
COc1ccc(-n2cnc3cc(C(=O)NCCN4CCOCC4)ccc32)cc1,102.2,106.1,102.1,2.0,-30.0,42.9,101.3,103.0
COc1ccc(NC(=O)c2ccccc2SC)c(OC)c1,95.2,96.8,99.7,2.0,2.2,25.6,93.0,123.0
COc1ccc(NC(=S)N2CCNC(=O)C2CC(=O)Nc2cccc(Cl)c2C)cc1 (stereo not drawn),102.3,106.4,106.5,0.0,-8.5,2.6,97.4,87.2
CC12CN3CC(C)(CN(C1)C3c1ccc3c(c1)OCO3)C2 (stereo not drawn),97.5,102.5,105.2,0.0,-2.7,-4.5,93.2,89.0
COC(=O)C1(C)CC1(c1ccccc1)c1ccccc1 (stereo not drawn),94.1,104.9,107.2,2.0,4.6,11.5,95.2,99.6
CN(C)N=Nc1ccc(S(=O)(=O)NC(Cc2ccccc2)C(=O)O)cc1 (stereo not drawn),94.9,99.7,97.0,2.0,-3.6,6.6,93.7,94.0
COC(=O)c1cccn(CC(=O)c2ccc(Cl)cc2)c1=O,97.2,103.8,98.4,0.0,-2.4,4.6,92.3,97.1
Cc1oc2cc3oc(=O)c(CC(=O)N[C@@H](C)C(=O)NC(Cc4ccc(Cl)cc4)C(=O)O)c(C)c3cc2c1C (stereo partly drawn),107.1,103.0,110.1,0.0,·,-6.4,108.9,109.5
CCn1cc(/C=C(\NC(=O)c2ccccc2Cl)C(=O)N2CCOCC2)c2ccccc21,93.7,98.0,103.5,0.0,7.4,11.6,94.1,95.1
O=S(=O)(Nc1cccnc1Cl)c1ccc(-c2ccccc2)cc1,?,?,?,5.0,25.2,-46.0,?,?
C=CCN1CCN(C(CC(C)C)c2nnnn2CCOC)CC1 (stereo not drawn),97.3,96.5,97.4,0.0,2.5,-12.2,97.6,97.9
Clc1ccc(OCc2nnc(-c3ccccc3Br)o2)cc1,84.5,99.0,98.4,1.0,-13.1,-4.1,96.9,111.8
CC(C)(C)CC(=O)Nc1ccc(C(N)=O)cc1,84.6,99.9,105.6,2.0,-5.1,0.0,102.8,93.9
CCC(C)[C@H](NC(=O)[C@@H]1CSC2c3ccccc3C(=O)N21)C(=O)NCC1CCCO1 (stereo partly drawn),110.0,100.3,89.8,2.0,?,0.6,104.8,93.2
Cc1ncoc1C(=O)Nc1cccc(Cl)c1C,107.8,99.2,106.1,0.0,0.3,1.6,103.8,108.9
Fc1ccc(CNCc2ccccc2C(F)(F)F)cc1,105.3,101.7,105.8,9.0,-6.3,-8.4,93.8,88.2
O=C(CSc1nnc(-c2cccnc2)n1Cc1ccco1)c1ccc(Cl)cc1,·,110.4,106.4,0.0,-13.2,6.6,113.8,117.8
COC(=O)c1c(C)[nH]c(C(C)=O)c1C,104.0,100.8,100.9,1.0,6.1,8.7,99.3,102.5
# Continued:
SMILES,CIT2-GFP yeast,RPL19A TOR yeast,MEP2 TOR yeast,GRK2 inh,JMJD2C inh,VLA-4 inh,AGP1-GFP MLPCN,LAP4 TOR yeast
COC(=O)c1sc(C(F)(F)F)c(-c2ccccc2)c1S(=O)(=O)NC(C)(C)C,89.0,94.1,93.3,0.0,6.0,3.0,96.2,105.2
COc1ccc(-n2c(=O)[nH]c3cc(C(=O)NCCc4ccc(OC)c(OC)c4)ccc3c2=O)c(OC)c1,89.0,100.2,102.9,0.0,-4.5,20.5,94.8,100.0
COc1ccc(C2c3ccc4ccccc4c3Oc3ncn(CCO)c(=N)c32)cc1 (stereo not drawn),88.6,102.5,103.8,0.0,-5.6,40.6,89.0,89.8
O=C(/C=C(\O)c1ccccc1)C(=O)NNC(=O)c1ccccc1[N+](=O)[O-],?,63.3[may fluoresce violet],201.6*[may fluoresce violet],1.0,3.7,-4.2,12.5[may fluoresce violet],95.9[may fluoresce violet]
O=c1[nH]ncc(N2CCCCCC2)c1Cl,86.6,95.7,93.0,0.0,-1.1,2.6,104.5,108.2
C/C(=N\NC(=O)c1nn(C)c(C)c1Br)c1cccc(NC(=O)c2ccoc2C)c1,103.8,103.1,97.7,0.0,1.6,-2.3,92.8,83.3

# Part of the list above with just CIT2-GFP yeast and AGP1-GFP MLPCN.
Structure	CIT2-GFP yeast	AGP1-GFP MLPCN
Cc1ncoc1C(=O)Nc1cccc(Cl)c1C	107.8	103.8
Fc1cccc(Cl)c1CSc1nnc(COc2cccc3cccnc23)o1	104.0	102.4
Cc1ccc(/C=C/S(=O)(=O)NCCC(=O)NCc2ccccc2F)cc1	90.7	92.7
